L929 necroptosis: L929 zVAD cell death inhibition; L929 zVAD necroptosis rescue, ATP luminescence, 24 h; with zVAD 60 µM; actives 0.38% (n = 220,000); AID 1377; viability rescue, % at 10 µM;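 active = activation, scaled between plate controls, above about 75%, limit read from the data; inactive = activation under that limit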;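 also: 0% = zVAD with DMSO and 100% = DMSO alone without zVAD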
PPC-1+TRAIL kill: PPC-1 cancer cell killing with TRAIL present | cell killing (% activity), % at 4 µM | PPC-1 cells + TRAIL, ATPLite viability luminescence | actives 0.41% (n = 220,000);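 active = cell killing above 50% in the first pass at 4 µM, then a duplicate retest at 5 µM averaging 50% or more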;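 also: plate controls were cells with TRAIL plus DMSO for no effect and medium-only wells lacking cells for full effect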
FXIIa inh: inhibitors of human coagulation factor XIIa. purified FXIIa, Boc-QGR-AMC fluorogenic substrate, 2 h. AID 800. actives 0.3% (n = 220,000). inhibition, % at 5 µM; in the data active = inhibition above about 40%;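 also: 0% = enzyme with no compound and 100% = blank without enzyme; many of its hits are not listed in these tables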
EP2 antag: inhibitors of human EP2 prostaglandin E2 receptor; P43116; C6 glioma cells expressing human EP2, cAMP TR-FRET; cells stimulated with saturating PGE2; inhibition, % at 25 µM; actives 0.52% (n = 260,000); AID 1422;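 active = percent inhibition above 40 after rounding to a whole number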;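 also: rat C6 glioma host cells with rolipram phosphodiesterase inhibitor present; the protocol text gives 20 µM as final concentration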
Target sequence (P43116 whole entry, looked up): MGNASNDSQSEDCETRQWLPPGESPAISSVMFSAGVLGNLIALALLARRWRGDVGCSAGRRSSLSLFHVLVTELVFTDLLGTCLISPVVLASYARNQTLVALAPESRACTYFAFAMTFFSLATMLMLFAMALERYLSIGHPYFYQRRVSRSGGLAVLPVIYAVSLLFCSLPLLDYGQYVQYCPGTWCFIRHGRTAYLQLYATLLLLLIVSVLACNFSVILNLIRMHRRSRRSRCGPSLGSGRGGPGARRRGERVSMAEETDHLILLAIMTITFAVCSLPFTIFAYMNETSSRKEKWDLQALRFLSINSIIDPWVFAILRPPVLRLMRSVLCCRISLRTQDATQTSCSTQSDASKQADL
FXIa inh 1536: inhibitors of human coagulation factor XIa. P03951. inhibition, % at 5 µM. purified FXIa, Boc-Glu-Ala-Arg-AMC fluorogenic substrate. actives 0.14% (n = 220,000);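 active = inhibition of at least 40%; inactive = inhibition below 40%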;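 also: fluorescence of freed AMC excited at 355 nm; 0% = enzyme without compound and 100% = no enzyme blank; many of its hits are not listed in these tables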
TNF necrop inh: TNF-alpha cell death inhibition in Jurkat FADD-/- cells; Jurkat FADD-/- TNF necroptosis rescue, ATP luminescence, 24 h; 0 = TNF only, 100 = no-TNF cells; activation (protection from cell death), % at 10 µM; actives 0.068% (n = 220,000);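 active = activation, meaning protection from cell death, of at least 50% relative to plate controls; inactive = activation below 50%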;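 also: necroptosis triggered by 40 ng/mL TNF-alpha added together with compound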
Tb hexokinase: T. brucei hexokinase 1 inhibition. recombinant TbHK1, G6PDH-coupled NADH A340. inhibition, % at 10 µM. actives 0.11% (n = 220,000). AID 1430;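 active = inhibition of 50% or more in the single-dose primary screen; inactive = inhibition below 50%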
CHOP inh: inhibitors of CHOP induction in ER stress response; CHO-K1 CHOP-promoter luciferase, tunicamycin-induced, 15-18 h; inhibition, % at 10 µM; actives 3.8% (n = 220,000); AID 2732;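 active = compounds that reduced the stress-induced luciferase reporter signal by more than about 70% of percent inhibition, limit read from the data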;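 also: 0% = tunicamycin plus vehicle and 100% = wells without tunicamycin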
Wee1 stabilizer: human Wee1 degradation inhibition, primary screen; P30291; HeLa Luc-Wee1K328M stability, luciferase luminescence; 100% = proteasome inhibitor MG132 effect; reporter increase, % at 5 µM; actives 1.2% (n = 220,000);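 active = activation above the mean of all tested compounds plus 3 SD, set per screening run, cut at about 8.8% in these data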;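 also: cells exposed to compound for 20 h before luminescence read; 0% = DMSO alone and 100% = MG132 at 30 µM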
Target sequence (P30291 whole entry K328M): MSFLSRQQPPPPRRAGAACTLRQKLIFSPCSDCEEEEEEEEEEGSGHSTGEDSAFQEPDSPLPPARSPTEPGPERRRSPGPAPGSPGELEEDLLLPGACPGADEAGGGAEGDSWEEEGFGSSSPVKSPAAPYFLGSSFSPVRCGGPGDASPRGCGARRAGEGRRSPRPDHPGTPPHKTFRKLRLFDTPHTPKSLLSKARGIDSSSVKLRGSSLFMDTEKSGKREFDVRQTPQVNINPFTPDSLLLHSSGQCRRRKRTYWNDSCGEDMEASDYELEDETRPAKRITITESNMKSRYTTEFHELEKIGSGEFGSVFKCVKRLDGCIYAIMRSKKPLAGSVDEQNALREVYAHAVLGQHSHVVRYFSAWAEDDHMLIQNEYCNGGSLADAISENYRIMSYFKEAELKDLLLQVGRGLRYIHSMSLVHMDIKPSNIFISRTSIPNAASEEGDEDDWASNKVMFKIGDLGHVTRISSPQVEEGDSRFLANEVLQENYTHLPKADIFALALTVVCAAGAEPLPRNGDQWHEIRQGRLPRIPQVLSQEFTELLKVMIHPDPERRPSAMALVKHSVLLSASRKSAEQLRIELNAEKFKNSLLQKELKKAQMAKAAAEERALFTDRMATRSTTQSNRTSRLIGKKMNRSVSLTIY
The depositor's hits bear a star; . = not tested or not shown; & = joins results of further samples; [ ] = another dose, or the depositor's remark. This is a subset, so the mix of outcomes need not match the whole.

SMILES | L929 necroptosis | PPC-1+TRAIL kill | FXIIa inh | EP2 antag | FXIa inh 1536 | TNF necrop inh | Tb hexokinase | CHOP inh | Wee1 stabilizer
CCn1cc(C=C2C(=O)c3ccccc3C2=O)c2ccccc21 | 1.1 | 29.3 | 24.3 | 42.1* | 21.9 | 0.1 | -2.5 | 43.1 | 0.8
CC(=O)N1CCN=C1SCc1cccc(C(F)(F)F)c1 | -0.1 | -4.6 | 25.9 | 8.2 | 4.4 | -2.3 | 7.3 | -3.6 | -0.5
O=C(Nc1ccn(C2CC(OC(=O)c3ccccc3)C(CO)O2)c(=O)n1)c1ccccc1 (stereo not given) | 0.6 | 0.4 | 12.1 | 14.3 | 3.9 | 1.1 | 6.0 | 17.0 | 0.3
c1ccc(-c2csc3ncn4nnnc4c23)cc1 | 0.0 | 12.8 | 16.7 | 10.1 | 5.5 | -2.5 | -0.5 | 8.8 | 1.0
COc1ccc(C(=O)CN2Cc3ccccc3C2=N)cc1 | -0.8 | 26.5 | 12.6 | 4.3 | 1.5 | 3.9 | -2.7 | -25.6 | -0.2
N#CCOc1ccc2oc(-c3ccco3)cc(=O)c2c1 | 76.2* | -2.6 | -1.2 | 12.5 | -1.9 | -1.6 | -18.1 | -15.6 | -1.7
COC(=O)c1c(NC(=O)c2ccoc2C)sc2c1CCC2 | 0.6 | 19.6 | 21.1 | 12.7 | 3.8 | -0.8 | -13.4 | 53.6 | -1.3
CCN(CC)S(=O)(=O)c1cccc(-c2nnc(SCc3nnc(-c4ccccc4)o3)n2C)c1 | -0.8 | 1.2 | 21.2 | 17.1 | 14.4 | -2.0 | -3.2 | -10.8 | 0.5
Cc1cc(CC(C)C)n(-c2nc3ccccc3c(=O)n2OCC(=O)N(C)C)n1 | -0.4 | -0.8 | -4.7 | 5.1 | -10.1 | -5.5 | 22.2 | -7.2 | -1.5
O=C(/C=C/Nc1ccc(S(=O)(=O)Nc2ncccn2)cc1)c1ccc(Cl)c(Cl)c1 | 1.0 | 12.3 | -6.2 | 9.2 | -15.5 | 2.5 | -2.4 | 102.3* | -0.5
CCc1ccc(OCC(=O)NC2CC(C)(C)NC(C)(C)C2)cc1 | -0.3 | 17.7 | -0.6 | 7.9 | -3.5 | 0.4 | 4.1 | -27.4 | 1.3
Cc1cc2c(c(=O)n1CCCn1ccnc1)C(c1ccco1)C(C#N)=C(N)O2 (stereo not given) | 0.4 | 32.2 | 8.7 | 13.2 | 0.5 | -1.3 | -0.4 | 10.8 | 1.2
CC(=O)Oc1ccccc1C1=NN(C(C)=O)C(c2ccccc2)C1 (stereo not given) | -0.2 | -2.9 | 13.5 | 1.7 | 0.9 | -0.1 | -3.2 | 1.8 | 1.3
CC(=O)Nc1ccc(NC(=O)CSc2nc3nc(-c4cccs4)cc(C(F)(F)F)c3c(=O)[nH]2)cc1 | -0.4 | 13.9 | 15.0 | 5.4 | 6.0 | 1.1 | -39.7 | 21.3 | -1.4
NCCCC(=O)O | 0.4 | 10.2 | 28.3 | 12.5&8.2&14.8 | 18.1 | 2.7 | 1.4 | -2.5&25.6 | -1.0
CC(=O)C1=C(NC(=O)c2ccccc2F)C[C@@H]2[C@H]1C2(C)C | -0.7 | 1.3 | 4.6 | 7.8 | 2.0 | 1.0 | -9.6 | 1.2 | -2.3
N#Cc1nc(-c2ccc(OCc3ccccc3)cc2)oc1N1CCOCC1 | -0.4 | 13.3 | 11.4 | 2.4 | 1.6 | 0.2 | -3.3 | 20.3 | 7.7
COC(C[C@H]1O[C@@H]1[C@H](O)COCc1ccccc1)OC | 0.4 | -0.7 | 15.8 | 10.5 | 19.8 | 0.3 | -4.0 | 8.6 | .
CCCCC1=CC2=CC(=O)C(C)(OC(=O)C3CCCC3)C(=O)C2=CO1 (stereo not given) | 0.3 | 0.6 | 7.8 | 9.4 | 1.8 | -0.9 | -27.0 | 25.2 | .
COc1cc(/C=N/NC(=O)c2cncc(Br)c2)ccc1OC(=O)c1ccc2c(c1)OCO2 | 0.3 | -21.6 | 6.6 | 11.1 | -6.0 | -1.7 | -21.0 | 43.3 | -0.9
CC1CCN(S(=O)(=O)c2ccc3ccccc3c2)CC1 | -0.7 | 15.7 | 4.7 | 8.2 | -3.2 | 0.9 | -2.8 | 54.9 | 1.8
COc1ccc(C(=O)COC(=O)c2ccc(NC(=O)c3ccccc3)cc2)cc1 | 0.4 | 9.0 | -2.5 | 5.3 | -4.6 | -1.0 | -6.9 | 3.7 | 0.8
COC(=O)C1=C(C(=O)c2ccc(C)cc2)C(c2ccccc2)n2nnnc2N1 (stereo not given) | 0.1 | 7.9 | 5.3 | . | -7.4 | -0.7 | -4.5 | -15.8 | -1.5
CC1(C)CC(=NO)CC(C)(C)N1 | 0.3 | 6.4 | 15.7 | 14.2 | 3.0 | 0.6 | 6.7 | 20.5 | -1.7
N#Cc1nc(-c2ccco2)oc1N1CCC(C(N)=O)CC1 | -0.3 | -4.0[5 µM] | 3.0 | 15.9 | -4.0 | 1.3 | -16.3 | 5.0 | -1.6

Some of these compounds in order of the CHOP inh value, high to low.
SMILES | CHOP inh
Cc1cc2c(c(=O)n1CCCn1ccnc1)C(c1ccco1)C(C#N)=C(N)O2 (stereo not given) | 10.8
N#Cc1nc(-c2ccco2)oc1N1CCC(C(N)=O)CC1 | 5.0
CC(=O)N1CCN=C1SCc1cccc(C(F)(F)F)c1 | -3.6
COc1ccc(C(=O)CN2Cc3ccccc3C2=N)cc1 | -25.6
CCc1ccc(OCC(=O)NC2CC(C)(C)NC(C)(C)C2)cc1 | -27.4

Following part:
SMILES | L929 necroptosis | PPC-1+TRAIL kill | FXIIa inh | EP2 antag | FXIa inh 1536 | TNF necrop inh | Tb hexokinase | CHOP inh | Wee1 stabilizer
CCN(CC(=O)NC(C)C)C(=O)C(CCSC)NC(=O)c1cccc(C)c1 (stereo not given) | -0.7 | 4.2 | -10.6 | 5.2 | -4.2 | 0.2 | -0.2 | 36.9 | 0.3
CCO[C@@H]1OC(C(N)=O)=C[C@H](c2ccc(C(F)(F)F)cc2)[C@H]1CCCO | -0.2 | 7.8 | 2.1 | 7.9 | -2.3 | 3.2 | -2.2 | 4.8 | 8.4
CCn1nc(C)c(/C=N/NC(=O)Cn2cncn2)c1C | 0.8 | 20.4 | 5.6 | 1.4 | 4.4 | 1.8 | -6.9 | -14.0 | -2.4
COC(=O)N/N=C/c1c(C)nn(-c2cccc(Cl)c2)c1Cl | 2.0 | 18.2 | 0.1 | 4.9 | -0.7 | -2.6 | -2.2 | -0.7 | 2.3
COc1cccc(OC)c1OCCOc1ccc(C(=O)c2ccccc2)cc1 | 2.4 | 20.3 | 14.5 | 7.6 | 8.0 | 3.4 | 1.8 | 11.4 | -0.6
COc1ccccc1N1CCN(C(=O)/C=C/c2c(Cl)nc3ccccn23)CC1 | 0.0 | 21.1 | 4.9 | 4.4 | 1.3 | -0.2 | -30.1 | 18.5 | 2.0
CCCC1O[C@@H]2CC3C4CCC5=CC(=O)C=C[C@]5(C)C4C(OC(C)=O)C[C@]3(C)[C@]2(C(=O)COC(C)=O)O1 (stereo not given in full) | 0.0 | 19.2 | 16.9 | 8.2 | 2.2 | -2.8 | -8.0 | 35.1 | 1.2
Cn1c(SCC(=O)N/N=C/c2cc([N+](=O)[O-])ccc2O)nnc1-c1ccccc1 | 1.7 | -1.0 | 3.6 | 9.4 | -0.7 | -5.0 | -27.7 | 60.1 | -3.0
O=C(CCn1c(=O)oc2ccccc21)N1CCOCC1 | -0.5 | 17.4 | -4.6 | 3.8 | -3.6 | 2.4 | -1.0 | 21.2 | 1.7
COC(=O)/C=C(\C)N=Nc1c(O)[nH]c2ccccc12 | 0.3 | -9.0 | 37.5 | 9.7 | 25.2 | -2.0 | -13.6 | -5.0 | 1.4
NC(=O)CSc1nnc(-c2ccc(S(=O)(=O)N3CCCC3)cc2)n1CC1CCCO1 (stereo not given) | 0.0 | 21.2 | 7.0 | 10.0&7.5 | -7.6 | 0.2 | 34.7 | 15.7 | 2.0
C=CCn1c(C)cc(C(=O)COc2ncnc3sccc23)c1C | -0.1 | 12.8 | 8.9 | . | 4.8 | -5.1 | -5.4 | 17.1 | 0.7
CCN(CC)S(=O)(=O)c1ccc(C(=O)NCC(c2cccs2)N2CCOCC2)cc1 (stereo not given) | 1.3 | -5.4 | 13.5 | 30.0 | -10.1 | -1.3 | -1.4 | -26.6 | 3.7
O=C(CCS(=O)(=O)c1cccs1)Nc1ccc(C(=O)NCc2cccs2)cc1 | 3.7 | 6.4 | 12.4 | 3.8 | -4.8 | -0.5 | 0.7 | -7.1 | -1.6
COC(=O)c1c(C(=O)OC)c2cccc3cc(-c4ccccc4)c4ccc1c4n32 | -0.7 | 1.3 | -3.3 | 14.9 | 6.4 | -1.2 | -26.9 | 82.9* | -0.7
CC(C(=O)N1CCCCC1)n1ncn2cccc2c1=O (stereo not given) | 3.5 | -11.8 | 3.9 | -1.1 | 5.2 | -0.2 | -5.3 | 9.7 | -2.5
COCCNC(=O)COC(=O)c1nsc(Cl)c1Cl | 0.0 | 16.1 | 13.5 | 2.7 | -17.5 | -3.0 | 1.2 | 20.6 | -1.0
CCc1ccc(NC(=O)c2c(Cl)nc(C)c(Cl)c2C)cc1 | 0.5 | -5.1 | 4.9 | 5.4 | 5.0 | 1.8 | -3.7 | 24.1 | 1.9
C=CCNC(=O)c1cnc2n(c1=O)CCS2 | 2.1 | 13.0 | 14.0 | 7.3 | 4.9 | 2.1 | -3.8 | -4.3 | -0.2
CCN1CCN(c2cc3c(nn2)Oc2ccccc2N3C)CC1 | . | 2.2 | 2.5 | 10.4 | 2.6 | 4.1 | -18.6 | -22.4 | 0.9
Cc1ccc2nc(CSc3nc(C)cc(C)c3C#N)[nH]c2c1 | 0.4 | 33.0 | 11.2 | 7.3 | 2.5 | 5.0 | 2.4 | 24.0 | 5.3
CC1CCCN(c2nc3c(c(=O)[nH]c(=O)n3C)n2CCCc2ccccc2)C1 (stereo not given) | -0.9 | 12.7 | 15.1 | 16.6 | 4.3 | -3.1 | 0.9 | 7.9 | -1.7
CC(C)C(NC(=O)c1ccccc1)c1nnc(SCC(=O)Nc2nccs2)n1C (stereo not given) | 0.6 | 3.9 | 24.6 | 5.0 | 22.0 | -0.1 | -5.3 | 2.5 | 1.4
Cc1ccc(-n2nc3cc(Cl)c(NC(=O)c4ccco4)cc3n2)cc1 | 0.3 | 19.8 | 8.1 | 7.6 | -3.9 | 0.9 | -23.6 | -26.1 | 1.0
COP(=O)(OC)c1nc(-c2cccc3ccccc23)oc1N1CCCCC1 | 2.2 | 6.8 | -35.6 | 13.7 | -27.3 | 0.0 | -11.8 | 26.1 | 2.4
COc1ccc(C(=O)NN2CC(O)=C(c3nc4ccccc4n3C)C2=N)cc1OC | 0.9 | 6.5 | 10.2 | 9.0 | 5.2 | 2.0 | -1.3 | 7.0 | 0.5
CC(=O)Oc1ccc(C(=O)[C@H]2[C@H]3C(=O)N(c4ccc(C)cc4C)C(=O)[C@H]3[C@@H]3C=CC=NN32)cc1 | -0.4 | -12.0 | 7.6 | 2.9 | -5.4 | -1.3 | -17.1 | 6.1 | -2.8

One compound at a time (already shown). Order of screens: L929 necroptosis | PPC-1+TRAIL kill | FXIIa inh | EP2 antag | FXIa inh 1536 | TNF necrop inh | Tb hexokinase | CHOP inh | Wee1 stabilizer
CCCC1O[C@@H]2CC3C4CCC5=CC(=O)C=C[C@]5(C)C4C(OC(C)=O)C[C@]3(C)[C@]2(C(=O)COC(C)=O)O1 (stereo not given in full) reads 0.0 | 19.2 | 16.9 | 8.2 | 2.2 | -2.8 | -8.0 | 35.1 | 1.2
COc1ccccc1N1CCN(C(=O)/C=C/c2c(Cl)nc3ccccn23)CC1 reads 0.0 | 21.1 | 4.9 | 4.4 | 1.3 | -0.2 | -30.1 | 18.5 | 2.0
